# From PubChem
# HSF1 inh: HSF1 inhibition. 300,000 compounds, 0.77% hits. AID 2098. NIH3T3-HGL HSE-luciferase, MG132-induced, luminescence 8 h; hits give low values. activity change, negative = inhibition, % at 7.5 µM (by protocol);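 active means more than half of replicate wells show activity change below -50%, luminescence cut by over half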;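 further: luciferase reports HSF-1 transcriptional activity via heat shock element; 0% = median of DMSO wells and -100% = zero luminescence signal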
# IEC-6 cytotox: counter-screen for KLF5 inhibitors: cytotoxicity in IEC-6 cells; IEC-6 cytotoxicity, luminescence viability; AID 1825; 290,000 compounds, 0.78% hits; inhibition, % at 5 µM; in the data active means inhibition above about 22%;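 further: 0% = plate median of test compound wells and 100% = cytotoxic reference compound wells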
# HSP90 inh: inhibitors of HSP90 luciferase refolding in rabbit reticulocyte lysate | luciferase refolding luminescence, 3 h | inhibition, % at 5.6 µM | 290,000 compounds, 0.91% hits | AID 1789;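 active means inhibition above the screen-wide mean plus 3 SD, computed separately per campaign, cut at about 16% in these data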;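 further: 0% = DMSO wells and 100% = 60 µM geldanamycin wells; inhibitors lower the luminescence because luciferase stays unfolded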
# PolyA inhibitor: inhibitors of polyadenylation in S. cerevisiae; AID 1875; calls only at 12 µM; S. cerevisiae SKY197-pL101 polyadenylation reporter, beta-gal luminescence; efflux-impaired pdr1/pdr3 knockout yeast; score 100 = 6 SD above DMSO; 300,000 compounds, 0.02% hits;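 active means lowest replicate activity score at least 50, where 100 means six control SD above control mean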;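 further: yeast exposed to compound for 9 h at 30 °C; higher score means more reporter readthrough which indicates perturbed polyadenylation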
# KLF5 inh: inhibitors of KLF5 expression; DLD-1 KLF5 promoter-luciferase reporter, luminescence; AID 1700; 290,000 compounds, 0.23% hits; inhibition, % at 5 µM;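 active means inhibition above a per-plate limit of that plate's mean compound inhibition plus 3 SD, cut at about 60% in these data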;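 further: 0% = DMSO wells and 100% = LY294002 at 200 µM; higher means less KLF5 promoter-driven luciferase light; inactives centre near -14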
# HSF1 activator: increases HSF-1 driven luciferase reporter signal. NIH3T3-HGL HSF-1 luciferase reporter, MG132, 8 h; 100% = twice DMSO control signal. activation, % at 9 µM. 300,000 compounds, 1.7% hits;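 active means mean replicate activation of at least 50% with a set share of replicates each reaching 50%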;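 further: 0% = median of the neutral control wells and 100% = twice that signal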
# AI-2 QS modul: modulates the Vibrio harveyi AI-2 quorum sensing system. Vibrio harveyi JMH597 AI-2 luminescence/OD600 ratio, 9 h; hits give low values; strain lacks LuxN and CqsS sensors; 0 = neutral-control median. activity change, % at 7.5 µM. 300,000 compounds, 0.4% hits. AID 2094; in the data active means activity change below about -75%, passing the limit was not always enough;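 further: luminescence divided by OD600 gain over 9 h not by final OD600 alone; inactives centre near 13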
# GSK3B inh: blocks human GSK3beta kinase activity | P49841 | 300,000 compounds, 0.038% hits | GST-GSK3beta kinase, ADP-Glo luminescence, 60 min; hits give low values | AID 2097 | activity score (negative = inhibition), % at 10 µM;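 active means more than half of replicate wells score below -50%, meaning over 50% inhibition versus plate controls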;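 further: 0% = median DMSO wells and -100% = median GW8510 positive control wells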
# Target sequence (P49841 whole entry, looked up): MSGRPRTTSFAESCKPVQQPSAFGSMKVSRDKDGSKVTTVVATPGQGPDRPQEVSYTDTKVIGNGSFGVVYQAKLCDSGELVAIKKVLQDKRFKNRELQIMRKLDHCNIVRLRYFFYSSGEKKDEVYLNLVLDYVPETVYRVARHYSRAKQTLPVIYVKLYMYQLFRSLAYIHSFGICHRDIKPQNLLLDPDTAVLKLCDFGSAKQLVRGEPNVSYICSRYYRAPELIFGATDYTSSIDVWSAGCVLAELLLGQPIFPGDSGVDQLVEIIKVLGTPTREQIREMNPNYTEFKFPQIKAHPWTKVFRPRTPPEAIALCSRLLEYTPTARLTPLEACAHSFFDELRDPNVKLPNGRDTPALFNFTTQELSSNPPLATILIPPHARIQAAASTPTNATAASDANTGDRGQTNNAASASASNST
#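 Test system: GST-fused GSK3beta enzyme, cell-free | Quantity: 1.6 ng GST-GSK3beta enzyme per well | Reagent: 25 µM ATP with peptide substrate | Schedule: 60 min enzyme reaction, room temperature | Signal: Luminescent ADP-Glo measurement of ADP formed | Read-out basis: Score relative to plate controls | Control set: DMSO and 20 µM GW8510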
# aSyn 5UTR inh: MLPCN primary screen, SNCA 5' untranslated region; alpha-synuclein 5'UTR reporter, inhibitor activity; inhibition, % (tested at 7.5 µM); 300,000 compounds, 0.82% hits; AID 1813; in the data active means inhibition above about 60%;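 further: H4 neuroglioblastoma cells stably carrying SNCA 5'UTR luciferase fusion; 0% = DMSO wells and 100% = positive control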
# GSK3 alpha inh: blocks human GSK-3 alpha kinase. inhibition, % at 10 µM. AID 2650. P49840. ADP-Glo luminescence, 60 min. 320,000 compounds, 0.1% hits;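 in the data active means inhibition above about 50%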;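 further: GST-tagged GSK-3 alpha with peptide substrate and 25 µM ATP; 0% = DMSO neutral wells and 100% = GW8510 positive control wells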
# Target sequence (P49840 whole entry, looked up): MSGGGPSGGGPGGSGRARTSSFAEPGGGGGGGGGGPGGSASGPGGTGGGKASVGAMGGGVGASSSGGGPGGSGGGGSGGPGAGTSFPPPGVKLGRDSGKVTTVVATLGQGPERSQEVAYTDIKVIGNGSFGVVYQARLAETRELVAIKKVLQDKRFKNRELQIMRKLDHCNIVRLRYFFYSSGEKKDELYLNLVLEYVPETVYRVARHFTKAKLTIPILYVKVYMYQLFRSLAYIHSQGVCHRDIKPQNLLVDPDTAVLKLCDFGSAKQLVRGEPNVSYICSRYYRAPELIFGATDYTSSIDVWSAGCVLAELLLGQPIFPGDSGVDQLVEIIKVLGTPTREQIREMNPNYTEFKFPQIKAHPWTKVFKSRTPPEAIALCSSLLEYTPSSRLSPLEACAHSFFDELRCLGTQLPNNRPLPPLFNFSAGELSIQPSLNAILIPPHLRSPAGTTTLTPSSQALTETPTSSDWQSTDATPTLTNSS
# The depositor's hits bear a star; i = inactive; . = no result given.
Compound	HSF1 inh	IEC-6 cytotox	HSP90 inh	PolyA inhibitor	KLF5 inh	HSF1 activator	AI-2 QS modul	GSK3B inh	aSyn 5UTR inh	GSK3 alpha inh
COc1ccccc1/C=C(/C(=O)OCC(=O)N(C)Cc1ccccc1)c1ccccc1	-3	-8	0	i	-47	-1	19	3	-9	1
O=C(C1CC(=O)N(C2CCCC2)C1)N1CCC(Cc2ccccc2)CC1 (stereo unspecified)	.	-3	-4	i	-24	.	-1	-7	3	-1
CCOc1cc(S(=O)(=O)NCC2CCCO2)ccc1F (stereo unspecified)	-1	-1	1	i	-7	-4	21	3	-8	-2
O=C(c1cccc(Br)c1)N1CCN(C(=O)N2CCCCC2)CC1	-12	-3	-3	i	-12	-8	20	2	47	1
O=C(CSC(=S)N1CCCC1)NCC(=O)Nc1ccccc1Br	9	.	.	i	.	3	5	0	-2	-2
O=C(Nc1cnc2ccccc2c1)c1ccco1	9	5	7	i	-132	18	12	-3	-95	1
CCOC(=O)C1CCN(C(=O)c2cc(S(=O)(=O)N3CCOCC3)c(Cl)cc2Cl)CC1	1	-1	-3	i	5	11	34	-1	-6	0
Cc1ccc(S(=O)(=O)N2CCOC2CNC(=O)C(=O)NCc2ccccc2)cc1 (stereo unspecified)	-4	0	-1	i	-33	8	-1	3	3	3
C(=N\N1CCN(Cc2cccc3ccccc23)CC1)/c1cccnc1	16	8	-5	i	-28	62*	-3	0	1	-2
Cc1cc(C(=O)CSc2nnnn2C)c(C)n1CCc1ccc(F)cc1	-2	-4	0	i	-23	9	15	-3	-13	-4
OC(COCC1COc2ccccc2O1)CN1CCCCC1 (stereo unspecified)	-1	10	5	i	11	-6	34	-1	6	0
N/C(=N\OC(=O)c1ccc2c(c1)OCO2)c1ccc(Br)cc1	15	1	-1	i	-17	32	17	-1	-162	2
Cc1nnc(NC(=O)c2cc3ccccc3o2)s1	11	-1	-4	i	-82	11	29	2	-82	-1
O=C(/C=C/c1ccccc1)NCCSCc1ccccc1Cl	7	-3	-2	i	-1	-1	-7	-4	5	-1
Cc1nn(-c2ccccc2)c(C)c1/C=N/NC(=O)c1cc(C2CC2)[nH]n1	-4	-8	-2	i	-28	-24	11	2	-18	2
CCn1cc(C(=O)O)c(=O)c2cc(F)c(N3CCN(C(=S)NC(=O)c4c(OC)cccc4OC)CC3)cc21	-11	-4	0	i	2	-21	6	4	-2	-1
O=C1CC(NCCC2=CCCCC2)C(=O)N1c1cccc(Cl)c1Cl (stereo unspecified)	6	-4	-1	i	-13	5	21	2	0	12
Cc1occc1-c1nnc(SCC(=O)Nc2ccc3c(c2)OCO3)n1CC1CCCO1 (stereo unspecified)	5	-4	-4	i	30	-5	19	-3	3	-2
COc1ccc(Cc2nnc(SCC(=O)N(C)CC(=O)Nc3ccc(C)cc3)o2)cc1	1	.	.	i	.	10	47	11	16	-3
Cc1ccc(S(=O)(=O)N2CCC(n3nnc4cc(C)ccc43)CC2)cc1	12	-3	-1	i	-48	38	10	-15	30	0
COc1ccc2c(c1)C1(Nc3ccccc3C(=O)N1c1ccccc1)C(=O)N2 (stereo unspecified)	8	-1	0	i	-12	41	0	-3	6	-4
CCn1c(SCC(=O)O)nnc1-c1ccc2[nH]c(C)c(C)c2c1	-8	-7	4	i	-12	-5	44	-5	-2	1
CSc1cccc(NC(=O)C2CCCN(S(=O)(=O)c3cccs3)C2)c1 (stereo unspecified)	5	-2	4	i	-11	5	.	.	-3	-2
Cc1nn(C)c(C(=O)NNC(=O)Nc2cccc(C(F)(F)F)c2)c1Cl	-1	5	0	i	-34	-14	6	4	9	-1
CC(/C=C/c1ccccc1)NC(N)=O (stereo unspecified)	9	1	3	i	-4	7	1	-1	4	-5
O=C(NC1CCCC1)C(c1ccc(O)cc1)N(CC1CCCO1)C(=O)C1COc2ccccc2O1 (stereo unspecified)	0	-7	-2	i	-2	4	6	0	-4	-6
O=C(CCN1CCOCC1)Nc1ccc2c(c1)CCC2	-37	-1	0	i	-6	-45	14	3	-40	2
Cc1cc(C)c2c(N)c(C(=O)c3ccc(Cl)cc3Cl)sc2n1	-27	2	1	i	-11	-31	16	0	53	-3
CSCCC(NS(=O)(=O)c1cccc(C(F)(F)F)c1)C(=O)Nc1ccccc1N1CCCC1 (stereo unspecified)	12	.	.	i	.	16	20	2	6	0
CCN1CCCc2cc(CN(CCN3CCOCC3)C(=O)Nc3ccc(C)c(C)c3)ccc21	0	-4	2	i	-16	23	17	2	-7	-3
CNC(=S)NC(CC(=O)OC)c1ccc2c(c1)OCO2 (stereo unspecified)	-1	6	0	i	-3	2	12	3	6	-3
COc1ccc(CNCc2cccc3ccccc23)cc1	-4	-3	0	i	-52	3	22	-5	7	-2
O=C(NCc1ccccc1)Nc1cccc2ccccc12	4	12	4	i	-1	4	41	1	-36	2
O=C(Cn1c(/C=C/c2ccccc2)nc2ccccc21)Nc1ccc(F)cc1	39	7	4	i	4	57*	5	-4	-72	-1
CCc1nnc(NC(=O)c2ccc(S(=O)(=O)N3CCCC(C)C3)cc2)o1 (stereo unspecified)	-2	4	4	i	-13	9	30	0	-6	1
CCOc1ccc(C(CC(=O)O)NC(=O)CCCOc2ccc(Cl)cc2C)cc1 (stereo unspecified)	1	-6	3	i	16	9	17	5	25	-2
O=C(Nc1ccc2c(c1)OCCO2)c1ccoc1	0	-2	-4	i	-45	6	18	5	-85	2
C=CCOc1nc2c(c(=O)n(C)c(=O)n2C)n1Cc1c(Cl)cccc1Cl	-2	0	-1	i	-6	-1	4	3	-14	-2
COC(=O)c1cc(S(=O)(=O)N2CCN(c3cccc(Cl)c3)CC2)c[nH]1	5	1	-4	i	2	5	27	0	5	0
Cc1ccnc(SCC(=O)c2ccc([N+](=O)[O-])cc2)n1	-3	0	7	i	-19	3	26	-2	10	-4
CN(C)CCCNC(=O)C(=O)NCC(c1cccs1)S(=O)(=O)c1ccc(F)cc1 (stereo unspecified)	1	.	.	i	.	7	2	4	32	-1
O=C(Nc1ccccc1N1CCCCC1)C1CCN(S(=O)(=O)c2cccc(C(F)(F)F)c2)CC1	5	.	.	.	.	-3	-1	0	20	-3
O=C(NCCN1CCCCC1)/C(=N\O)c1ccccc1	.	-2	4	.	-30	.	.	.	.	-2
CCCC(C(=O)N1CCOCC1)N1C(=O)C2C3C=CC(C3)C2C1=O (stereo unspecified)	-11	-2	0	i	-15	9	22	5	15	0
COc1cccc(NC(=O)N2CCCC(C(=O)Nc3ccccc3OC)C2)c1 (stereo unspecified)	10	5	0	i	0	12	14	1	-4	-2
O=C(N/N=C\CCc1ccccc1)c1ccco1	2	7	-4	i	-31	15	14	0	1	-1
COc1ccc(NC(=O)/C(C#N)=C/C=C/c2ccco2)cc1	-5	2	1	i	-5	-2	0	2	-27	-2
CCCCOc1ccccc1C(=O)N(Cc1ccc(C)o1)C1CCS(=O)(=O)C1 (stereo unspecified)	0	-3	-4	i	-22	4	20	1	-15	-1
CC(C)OCCCNC(=O)c1cccc(NC(=O)c2ccccc2)c1	-5	-4	-5	i	-15	1	-1	1	9	-1
CN(c1cccc(NC(=O)COc2ccccc2)c1)S(C)(=O)=O	5	2	2	i	-25	0	41	3	-113	1
COc1ccc(CCNC(=O)C2CCN(S(=O)(=O)c3ccc(C)cc3)CC2)cc1OC	10	0	1	i	-30	38	9	-6	2	4
Cc1cc(C)c(S(=O)(=O)N2CCN=C2c2ccccc2)c(C)c1	0	8	-4	i	-45	-2	18	4	20	-5
O=C(c1cccs1)N1CCC(c2nc3ccccc3s2)CC1	-4	-8	3	i	-30	1	26	-5	0	0
O=C(CCC(=O)c1ccc(F)cc1)NN1C(=O)NC2(CCCCC2)C1=O	-4	.	.	i	.	2	9	3	6	0
O=C(O)C1CCC(N2C(=O)C3C4CCC(C4)C3C2=O)CC1 (stereo unspecified)	5	-8	-3	i	-33	-2	-12	0	-23	0
COc1cc(OC)cc(-c2nc3ccccc3c(=O)n2OC(=O)c2ccccc2C)c1	-25	-4	0	i	-31	-34	17	0	16	-2
Cc1c(N/C(=N/S(=O)(=O)c2ccc(Cl)cc2)c2ccccc2)c(=O)n(-c2ccccc2)n1C	-12	0	5	i	-13	-22	25	-3	30	1
O=C(C1=NN[C@@H]2C(=O)N(c3ccccc3C(F)(F)F)C(=O)[C@H]12)c1ccc2ccccc2n1	1	71*	5	i	1	0	19	1	-29	-2
O=C(OCCOc1ccccc1)c1n[nH]c2ccccc12	34	0	-2	i	-106	67*	-54	-3	-168	1
O=C(Cc1ccccc1)Nc1ccc2c(c1)C(=O)N(CC1CCCO1)C2=O (stereo unspecified)	2	0	2	i	-28	10	8	3	22	-1

# Part of the list above, with each value named.
O=C(OCCOc1ccccc1)c1n[nH]c2ccccc12
  HSF1 inh: 34 | IEC-6 cytotox: 0 | HSP90 inh: -2 | PolyA inhibitor: i | KLF5 inh: -106 | HSF1 activator: 67* | AI-2 QS modul: -54 | GSK3B inh: -3 | aSyn 5UTR inh: -168 | GSK3 alpha inh: 1
O=C(Nc1ccccc1N1CCCCC1)C1CCN(S(=O)(=O)c2cccc(C(F)(F)F)c2)CC1
  HSF1 inh: 5 | IEC-6 cytotox: . | HSP90 inh: . | PolyA inhibitor: . | KLF5 inh: . | HSF1 activator: -3 | AI-2 QS modul: -1 | GSK3B inh: 0 | aSyn 5UTR inh: 20 | GSK3 alpha inh: -3

# Further entries
Compound	HSF1 inh	IEC-6 cytotox	HSP90 inh	PolyA inhibitor	KLF5 inh	HSF1 activator	AI-2 QS modul	GSK3B inh	aSyn 5UTR inh	GSK3 alpha inh
COc1ccc(Cl)cc1C(=O)Nc1ccc2c(c1)OCO2	12	4	-3	i	-40	48	9	2	-130	0
O=P(c1ccccc1)(c1ccccc1)c1nc(-c2ccc(Cl)cc2)oc1N1CCOCC1	4	-8	0	.	-38	26	23	1	-3	-1
O=S(=O)([O-])CCC[n+]1c(SCCCS(=O)(=O)O)sc2ccc(Cl)cc21	-10	3	-6	i	5	1	5	3	10	0
Cc1ccccc1NC(=O)c1ccc(S(=O)(=O)N(C)C)cc1	4	1	3	i	-33	17	4	-1	5	1
Cc1sc2nc(SCC(=O)N3CCCCC3)[nH]c(=O)c2c1C	-42	-1	-1	i	-35	-46	14	0	-16	1
CN1CCN(C(=O)Nc2cccc3ccccc23)CC1	1	6	1	.	-14	-5	19	2	11	1
CCOc1cccc(NC(=O)c2cccc(F)c2)c1	15	7	3	i	-29	9	15	0	-42	-2
CC1CCCCC12NC(=O)N(CC(=O)c1ccc(Cl)s1)C2=O (stereo unspecified)	-1	-7	-4	i	-16	1	7	0	-1	1
Cn1c(-c2ccccc2)cnc1NCc1cccc([N+](=O)[O-])c1	-10	6	-3	i	-6	-11	9	-4	-22	-6
Cc1ccn2c(=O)nc(SCC(=O)NC3CCCCC3)nc2c1	-6	.	.	i	.	-6	9	0	3	-4
CC(C)c1c(C(=O)N/N=C/c2ccc(-c3ccccc3)cc2)nnn1-c1nonc1N	2	-1	-8	i	-10	15	4	0	9	1

# An excerpt (hit frequency here may not be typical).
